# JMJD2C inh = inhibitors of GASC-1 histone demethylase, primary screen, biochemical, fluorescence, DELFIA europium; 330,000 compounds, 0.069% hits; inhibition, % at 2.35 µM; GST-JMJD2C(1-420) H3K9me3 demethylation;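 active = more than half of a compound's replicate wells show inhibition beyond 50%, single wells judged on their own value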;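 also: signal counts dimethyl H3K9 product captured on neutravidin plate; 0% = median of DMSO wells and 100% = 0.3 times that DMSO median; strong numbers were not always called active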
# Target sequence (Q9H3R0 1-420 limits assumed): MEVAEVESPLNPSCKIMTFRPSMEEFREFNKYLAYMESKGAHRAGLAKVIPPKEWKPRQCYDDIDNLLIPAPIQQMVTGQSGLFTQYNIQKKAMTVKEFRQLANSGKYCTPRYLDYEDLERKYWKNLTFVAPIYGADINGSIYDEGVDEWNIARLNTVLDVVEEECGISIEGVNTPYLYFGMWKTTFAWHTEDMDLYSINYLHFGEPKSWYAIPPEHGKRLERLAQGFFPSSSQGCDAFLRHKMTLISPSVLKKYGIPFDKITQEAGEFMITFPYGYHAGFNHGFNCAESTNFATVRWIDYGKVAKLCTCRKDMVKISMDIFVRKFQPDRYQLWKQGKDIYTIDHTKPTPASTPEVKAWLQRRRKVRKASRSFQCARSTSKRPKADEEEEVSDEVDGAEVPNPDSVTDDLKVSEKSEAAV
# CR mimetic SO = reduction of superoxide in aged yeast, primary screen, HTS | S. cerevisiae aged cells, superoxide DHE fluorescence; active compounds read low | superoxide response (% of plate mean), % at 10 µM | 330,000 compounds, 0.18% hits;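 active = superoxide response under a set limit, about three screen SD below normal, cut at about 65% in these data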;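 also: yeast aged for seven days with compound at 30 °C before DHE staining; 100% = average MFI of all compound-treated wells on the plate with controls excluded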
# Numbers without * were called inactive. Only part of the results is shown; the hit share may differ from the screen's.
# The line under a structure holds: JMJD2C inh	CR mimetic SO
COc1ccccc1NC(=O)/C(N=Nc1ccc(C)c(S(=O)(=O)Nc2ccccc2Cl)c1)=C(\C)O
    -2	86
Cc1cc(OCC(=O)Nc2ccc(CN3CCOCC3)cc2)ccc1Cl
    5	103
CC(C)C(NC(=O)c1ccc(Cl)c([N+](=O)[O-])c1)C(=O)NCc1ccccn1 (stereo not given)
    2	114
Cc1ccc(NC(=O)CSc2ncccn2)cc1S(=O)(=O)N1CCOCC1
    3	105
O=C(COC(=O)C1COc2ccccc2O1)Nc1ccccc1OC(F)F (stereo not given)
    -7	103
COc1cc(Cl)c(C)cc1NC(=O)c1ccccc1-n1cnnn1
    5	104
O=C(COC(=O)/C=C/c1ccc(Cl)cc1)Nc1cccc(S(=O)(=O)NC2=NCCCCC2)c1
    0	90
CCOC(=O)C1=C(CC)Nc2ccccc2N/C1=N\S(=O)(=O)c1cccc(C(C)=O)c1
    8	104
Cc1ccc(-c2c(NC(=O)C(C)C)n(C)c3ccccc3c2=O)cc1
    1	102
NC(=O)c1ccc(NC(=O)COC(=O)CC23CC4CC(CC(Br)(C4)C2)C3)cc1
    13	92
COc1ccc(-c2nn(-c3ccccc3)cc2C(=O)Nc2cccc(S(=O)(=O)NC3=NCCC3)c2)cc1
    -1	98
C=CC[C@H](CC(=O)NCCO)C(=O)NC[C@@H](OC(=O)[C@@H](CC=C)CC(=O)OC(C)(C)C)c1ccccc1
    5	104
COc1ccc(N2CCN(C(=O)c3ccccc3N(C)S(=O)(=O)c3ccc(C)cc3)CC2)cc1
    24	83
Cc1c(C(=O)N2CC(C)OC(C)C2)[nH]c2ccc(Br)cc12 (stereo not given)
    -3	108
CCOc1ccccc1C(=O)N/N=C/c1coc2ccc(C)cc2c1=O
    -5	115
COc1ccccc1NCCC(=O)OCC(=O)Nc1ccccc1Cl
    0	85
CC1=C(C(=O)OC(C)C)C(c2ccc(Cl)cc2)n2c(s/c(=C\c3ccc(OCC(=O)O)cc3)c2=O)=N1 (stereo not given)
    -6	95
CCn1c(=O)c(C(=O)NCc2ccc(Cl)cc2)c(O)c2ccccc21
    20	96
O=c1ccc(-c2ccccc2)nn1Cc1ccccc1F
    31	104
C=CCC[C@H](Cc1ccc(F)cc1)C(=O)OC[C@@H](Cc1c[nH]c2ccccc12)NC(=O)[C@@H](CC=C)CC(=O)N[C@@H](CO)Cc1ccccc1
    11	116

# Copied from above (2 entries):
# The line under a structure holds: JMJD2C inh	CR mimetic SO
O=C(COC(=O)/C=C/c1ccc(Cl)cc1)Nc1cccc(S(=O)(=O)NC2=NCCCCC2)c1
    0	90
CCOC(=O)C1=C(CC)Nc2ccccc2N/C1=N\S(=O)(=O)c1cccc(C(C)=O)c1
    8	104

# Other structures follow:
# The line under a structure holds: JMJD2C inh	CR mimetic SO
Cc1nc(C(F)(F)F)ccc1C(=O)Nc1ccc2ccccc2n1
    2	100
Cc1cccc(OCCCN2CCOCC2)c1
    2	95
CCOc1ccccc1NC(=O)c1cc(=O)[nH]c2ccc(S(=O)(=O)N3CCOCC3)cc12
    0	120
CCCCn1c(N)c(N(C)C(=O)c2c(C)nn(-c3ccccc3)c2C)c(=O)[nH]c1=O
    -1	94
COc1ccc(C(=O)COC(=O)[C@@H](NS(=O)(=O)c2ccccc2)C(C)C)cc1
    1	98
NC(=O)c1c(NC(=O)COC(=O)c2ccc(O)c(Cl)c2)sc2c1CCCC2
    -1	133
COc1ccc(OC)c(NC(=O)NCCc2c[nH]c3ccccc23)c1
    2	105
CN(c1cccc(NC(=O)c2ccc(CN3CCc4ccccc4C3)cc2)c1)S(C)(=O)=O
    8	109
COc1ccccc1-c1nnc(SCC(=O)Nc2ccc(N3CCOCC3)cc2)n1N
    -1	105
COc1ccc(CNC(=O)c2cccc(NC(=O)CC3SC(N4CCCCC4)=NC3=O)c2)cc1 (stereo not given)
    -2	84
c1ccc(CCCN2CCOCC2)cc1
    7	97
CN(Cc1ccco1)C(=O)CN1C(=O)NC2(CCCC2)C1=O
    -7	110
Cc1cc(NC(=O)CSc2nnc(-c3ccccc3F)n2N)no1
    0	117
COc1ccccc1NS(=O)(=O)c1ccc(C(=O)NCC(c2cccs2)N2CCOCC2)cc1 (stereo not given)
    3	109
CCO[C@H]1c2c(ccc3ccc(=O)oc23)OC(C)(C)[C@H]1O
    2	106
Cc1ccc(C(=O)COC(=O)COc2ccccc2O)cc1C
    0	94
CCN1C(=NCCCOC(C)C)N[C@@H](c2ccccc2)[C@H](C(=O)OC)[C@H]1C
    1	93
COc1ccc(-n2ncc3c2CC(C)(C)CC3NC(=O)CN2CCOC2=O)cc1 (stereo not given)
    -19	115
COc1cc(OC)cc(C(=O)NCC(=O)OC(C)C(=O)NC(C)C2CC3CCC2C3)c1 (stereo not given)
    5	102
CCc1sc(C(=O)N2CCN(C(=O)c3ccccc3)CC2)cc1C
    -3	111

# Copied from the list:
# JMJD2C inh result of Cc1cc(NC(=O)CSc2nnc(-c3ccccc3F)n2N)no1 : 0
# CR mimetic SO result of Cc1ccc(C(=O)COC(=O)COc2ccccc2O)cc1C : 94

# Other records follow.
# The line under a structure holds: JMJD2C inh	CR mimetic SO
CCc1ccc2[nH]c(C(=O)Nc3ccc(C)c(F)c3)cc2c1
    -2	89
CCOc1ccc2[nH]cc(C(=O)NCc3ccc(F)cc3)c(=O)c2c1
    8	112
CC1CN(S(=O)(=O)c2cccc(C(=O)OCC(=O)N3CCCCCC3)c2)CC(C)O1 (stereo not given)
    8	101
Cc1cc(O)c(C(=O)/C=C/c2ccccc2)c(=O)o1
    5	85
O=C(COC(=O)c1ccc([N+](=O)[O-])o1)NC1CCCc2ccccc21 (stereo not given)
    8	149
Cn1c(SCC(=O)Nc2ccc3c(c2)OCO3)nnc1C(F)(F)F
    1	94
O=C(NN1CCOCC1)c1ccc([N+](=O)[O-])cc1
    1	98
Cc1ccc(S(=O)(=O)c2c(O)c3ccc(C(=O)O)cc3[nH]c2=O)cc1
    0	96
CCc1sc(C(=O)Nc2ccc3nc(C)sc3c2)cc1C
    15	100
COC(=O)C1=C(C)N(CC2CC2)C(=NCc2cccc(C(F)(F)F)c2)N[C@H]1c1ccccc1
    2	99
CCN(CC)S(=O)(=O)c1cccc(NC(=O)COC(=O)c2cncc(Br)c2)c1
    11	107
O=C(COC(=O)c1cc(Cl)nc(Cl)c1)NC1CCCCCC1
    11	111
Cc1cc(C)n(-c2ccc(C(=O)NCC(=O)Nc3cc(Cl)ccc3Cl)cc2)n1
    -5	103
COc1ccc(NC(=O)Nc2ccc(OCc3ccccc3)cc2)cn1
    -6	98
CN1C(=O)N(c2ccc(Cl)cc2)C(C)(O)CC1(C)C (stereo not given)
    -2	106
CC(C)(C)OC(=O)C[C@@H]1C/C=C\C[C@@H](CC(=O)NCCO)C(=O)N2CCC[C@H]2COC1=O
    0	95
O=C(CNc1cc(S(=O)(=O)N2CCOCC2)ccc1N1CCOCC1)Nc1cccc(C(F)(F)F)c1
    -3	99
O=C(O)c1ccc2c(c1)S(=O)(=O)c1ccccc1C2=O
    -5	103
COCC(C)n1c(C)cc(C(=O)CSc2nnc(-c3ccco3)o2)c1C (stereo not given)
    3	103
C[C@@H](C(=O)OCC(=O)c1ccccc1)N1C(=O)C2CCCCC2C1=O (stereo not given in full)
    8	84
COc1ccc(S(=O)(=O)N(C)C[C@H]2Oc3ccc(NC(=O)Cc4ccccc4)cc3C(=O)N([C@H](C)CO)C[C@@H]2C)cc1
    -1	89
COc1ccccc1/C=C/C(=O)OCC(=O)Nc1ccc2c(c1)OCO2
    -4	105
Cc1ccc(CNCc2ccco2)cc1
    15	102
CCc1nc2cccnc2n1-c1ccc(CC(=O)NC(C)CC)cc1 (stereo not given)
    2	98
COCCN1C(=O)N(c2cccc(OC)c2)C(=O)C1CC(=O)Nc1cccc(F)c1 (stereo not given)
    9	105
COc1ccc(COC(=O)c2ccc(S(=O)(=O)N3CCC(C)CC3)cc2)cc1
    8	119
C#CCOCCOCCOCCNc1nc(N2CCN(C(=O)[C@H](CCCCN)n3cc(CN)nn3)CC2)nc(N2CCN(C(=O)[C@H](CCCCN)n3cc([C@@H](N)[C@H](C)CC)nn3)CC2)n1
    22	90
CCOc1ncccc1C(=O)NNC(=O)CSc1ccc(Cl)cc1
    -5	118
Cc1n[nH]c(C)c1NC(=O)CSc1nnnn1-c1cccc(F)c1
    -3	105
O=C(NNc1c(F)c(F)cc(F)c1F)C1CCN(S(=O)(=O)c2ccccc2F)CC1
    5	95
CC[C@@H]1CCCCc2ccccc2[C@@H](C(=O)C[C@H](O)CC(C)=O)OC1=O
    3	98
COc1ccc([C@H]2C(C(=O)O)=C[C@@H](C(C)(C)C)N2S(=O)(=O)c2ccccc2)cc1
    -6	103
COc1ccccc1N(CC(=O)N1CCCC1)S(=O)(=O)c1cc([N+](=O)[O-])ccc1Cl
    7	129
Cc1cc(C(=O)OCC(=O)NCc2ccccc2)c2ccccc2n1
    18	95
COc1ccc(CNC/C=C/c2ccccc2)cc1
    9	97
COC(=O)C1=C(C)N(Cc2ccccc2)C(=NCc2cccc(Cl)c2)N[C@H]1c1cccc(F)c1
    14	91
Cc1cccc(-c2cccc(NC(=O)C3CCCN(C(=O)c4cccnc4)C3)c2)c1 (stereo not given)
    1	119
O=C(CC1C[C@H](C(=O)N2CCCCC2)[C@@]2(CCc3ccccc3)c3[nH]c4ccccc4c3CCN2C1=O)NCc1ccco1 (stereo not given in full)
    6	102
CC1(C(=O)OCC(=O)Nc2ccc(S(=O)(=O)N3CCOCC3)cc2)CC1(Cl)Cl (stereo not given)
    3	87
Cc1ccc(C(=O)NCCN2CCOCC2)cc1S(=O)(=O)N1CCCCC1
    9	97

# The listing continues.
Molecule,JMJD2C inh,CR mimetic SO
CC(C)N(Cc1ccccc1)C(=O)COC(=O)c1ccc(S(=O)(=O)N2CCOCC2)cc1,6,113
Cc1nnc(SCC(=O)NNC(=O)c2ccccc2)n1Cc1ccccc1,-6,96
S=C(NCc1ccccc1)NCc1ccccc1Cl,-6,97
CCN(C[C@H]1N[C@@](Cc2ccccc2)(C(=O)OC)[C@H]2C(=O)N(C)C(=O)[C@@H]12)S(=O)(=O)c1ccc(OC(F)(F)F)cc1,10,104
CCCC(=O)Nc1c(-c2ccc(C)cc2)c(=O)c2ccccc2n1C,8,101
Cc1ccc(OCC(=O)Nc2ccncc2)cc1,1,98
Cc1ccccc1NC(=O)c1ccc(C)c(S(=O)(=O)N2CCN(C)CC2)c1,3,93
CC(C)N(Cc1ccccc1)C(=O)COC(=O)C1CCCCC1,-2,104
Cc1ccc(NC(=O)CN2CCCC2c2cccn2C)c(Br)c1 (stereo not given),-10,95
COc1ccc(C2=Nn3c(nnc3-c3ccccc3Cl)SC2)cc1OC1CCOC1 (stereo not given),0,95

# Entries of single compounds, quoted from the list:
# CC(C)N(Cc1ccccc1)C(=O)COC(=O)c1ccc(S(=O)(=O)N2CCOCC2)cc1 across the screens: JMJD2C inh: 6; CR mimetic SO: 113
# COc1ccc(C2=Nn3c(nnc3-c3ccccc3Cl)SC2)cc1OC1CCOC1 (stereo not given) across the screens: JMJD2C inh: 0; CR mimetic SO: 95
# Cc1ccccc1NC(=O)c1ccc(C)c(S(=O)(=O)N2CCN(C)CC2)c1 across the screens: JMJD2C inh: 3; CR mimetic SO: 93

# The listing continues:
Molecule,JMJD2C inh,CR mimetic SO
COc1ccc(NS(=O)(=O)c2ccc(N3CCCCC3)c(NC(=O)C(C)NC(N)=O)c2)cc1 (stereo not given),8,89
COc1ccc(C(=O)COC(=O)c2cccs2)cc1,-15,99
C[C@H]1CN([C@@H](C)CO)C(=O)Cc2cc(NC(=O)CCC(F)(F)F)ccc2O[C@H]1CN(C)Cc1ccc(-c2ccccc2)cc1,4,103
Cc1noc(C)c1COc1ccc(C(=O)NCc2cccs2)cc1,11,101
Cc1cc(F)ccc1S(=O)(=O)N(CC(=O)N1CCOCC1)CC(=O)N1CCOCC1,0,84
CC(C)(C)[C@H]1COC(=O)[C@H](NC(=O)OCC2c3ccccc3-c3ccccc32)C/C=C\C[C@@H](CC(=O)N(CCO)Cc2ccccc2)C(=O)N1,5,109
Cc1cc(C(=O)COC(=O)c2cnccn2)c(C)n1-c1ccc(Br)cc1,-1,123
O=C(NCC(=O)N1CCN(c2ncccn2)CC1)c1ccccc1OC(F)F,-4,113
CCOC(=O)N1CCN(C(=O)COC(=O)c2ccc(Cl)nc2)CC1,-2,109
COc1cccc(N2CCc3c(C)nc4ccc(Cl)cc4c32)c1,-6,97
CC(=O)N(CCc1ccccc1C)Cc1cc2cc(C)ccc2[nH]c1=O,-1,96
O=C(N[C@@H]1C/C=C\C[C@H](CC(=O)N(CCO)Cc2ccccc2)C(=O)NC[C@@H](c2ccccc2)OC1=O)OCC1c2ccccc2-c2ccccc21,6,83
C=CCC[C@@H](Cc1ccc(F)cc1)C(=O)OC[C@@H]1CCCN1C(=O)[C@@H](CC=C)CC(=O)N(CCO)Cc1ccccc1,9,105
COc1ccc(-c2cc3ccc(F)cc3cn2)cc1,-51,105
COc1ccc(S(=O)(=O)N2CCCCCC2)cc1NC(=O)Cc1ccc(OC)c(OC)c1,9,110
COc1ccc(NC(=O)c2cc(S(=O)(=O)N3CCOCC3)ccc2C)cc1S(=O)(=O)N1CCOCC1,-1,106
Cc1ccc(C(O)(CNCc2ccccc2)c2ccccc2)cc1 (stereo not given),4,115
COc1cc2sc(-c3ccccc3OC)c(-c3ccc(O)cc3)c2cc1OC,-1,92
O=C(CNC(=O)c1ccccc1)NCC(c1ccco1)N1CCCC1 (stereo not given),1,110

# Compound activity from PubChem BioAssay.
